Shiga toxin inh = blocks Shiga toxin action in Vero cells; Vero cells, Shiga toxin protein synthesis inhibition reporter; AID 2315; inhibition, % at 38.7 µM; actives 9.2% (n = 290,000); in the data active = inhibition mostly above about 28%, no sharp cut-off; inactive = mostly below about 43%; also: 0% is about no effect
Pf growth 96h = P. falciparum growth inhibition at 96 hours; P. falciparum luciferase reporter growth, 96 h; Potency, µM (highest dose often 28.7 µM), for the others: at the highest dose activity change, negative = inhibition, most hits filed as inhibitors; actives 6.9% (n = 320,000); AID 504834; also: potency is read from the fitted curve at half-maximal effect; % is scaled to controls: 0 for no effect and ±100 for the full control effect
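Infected RBCs, 2% Hct / 0.05% parasitemia final; luciferase-reporter P. falciparum; cpd 96 h, 37 C, 5% CO2; luciferase detection reagent; luminescence.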
CHX counter = affects cycloheximide protein synthesis inhibition readout, counter-screen. cell reporter, cycloheximide protein synthesis inhibition counterscreen. max response, %. actives 12% (n = 300,000). AID 2314; in the data active = max response mostly above about 13%, no sharp cut-off; inactive = mostly below about 14%; also: read at 38.3 µM for the half of the compounds with a filed dose; 0% is about no effect
Pf growth 48h = inhibits P. falciparum growth in the first generation, 48 h; P. falciparum luciferase growth in erythrocytes, 48 h; Potency, µM (series often up to 28.7 µM), inactives show at the highest dose activity change, negative = inhibition, actives largely listed as inhibitors; actives 5.9% (n = 310,000); also: potency is read from the fitted curve at half-maximal effect; % is scaled to controls: 0 for no effect and ±100 for the full control effect
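Parasite viability was followed by luminescence of a genomically integrated firefly luciferase. Cultures held 0.1% parasitemia at 2% hematocrit (final), incubated under 5% CO2 at 37 C.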
Tb PYK inh = blocks Trypanosoma brucei pyruvate kinase. AID 624173. actives 0.12% (n = 410,000). TbPYK enzyme, Kinase-Glo Plus ATP luminescence, 45 min. Potency, µM (doses to about 76.8 µM), for the others: top-dose activity, negative = inhibition, most hits filed as inhibitors; also: potency is read from the fitted curve at half-maximal effect; % is scaled to controls: 0 for no effect and ±100 for the full control effect; nearly all actives have a fitted effect of over 50% in size
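Activity of T. brucei pyruvate kinase was followed by Kinase-Glo Plus luminescence after the enzyme reacted 45 min at room temperature with 130 uM ADP (final) and substrate. Test compounds were added before ADP at multiple concentrations.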
AmpC no deterg = blocks E. coli AmpC beta-lactamase in detergent-free assay; P00811; AmpC nitrocefin hydrolysis, absorbance 480 nm, 0.0001% Triton; Potency, µM (doses to about 57.1 µM), for inactives: top-dose activity change, negative = inhibition, usual class: inhibitors; actives 0.52% (n = 330,000); AID 485341;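 also: potency is read from the fitted curve at half-maximal effect; plate controls were no compound for no effect and no enzyme for full effect; nearly all actives have a fitted effect of over 20% in size; some results filed as inactive show a strong effect at the top dose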
Target sequence (P00811 whole entry, looked up): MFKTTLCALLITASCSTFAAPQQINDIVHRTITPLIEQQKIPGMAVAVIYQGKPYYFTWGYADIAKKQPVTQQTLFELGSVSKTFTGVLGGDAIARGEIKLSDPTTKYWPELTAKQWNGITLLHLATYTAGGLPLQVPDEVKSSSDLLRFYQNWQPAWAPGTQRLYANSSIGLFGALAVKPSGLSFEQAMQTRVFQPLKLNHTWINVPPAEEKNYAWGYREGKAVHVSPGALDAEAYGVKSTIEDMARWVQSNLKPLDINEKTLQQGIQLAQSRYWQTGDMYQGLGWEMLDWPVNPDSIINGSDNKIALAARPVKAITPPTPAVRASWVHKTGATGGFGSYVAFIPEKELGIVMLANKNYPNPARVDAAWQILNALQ
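AmpC (5.3 nM in the dispensed reagent) in 20 mM phosphate pH 7.0 with 0.01% (detergent screen) or 0.0001% Triton X-100 was preincubated with compounds for 15 min at room temperature. Nitrocefin was then added from an 800 uM solution, and hydrolysis was followed at 480 nm.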
LmPK inhibitor = LmPK (Leishmania mexicana) enzyme inhibition | purified LmPK, Kinase-Glo ATP luminescence, 1 h | AID 1721 | actives 0.37% (n = 290,000) | Q27686 | Potency, µM (doses to about 57.5 µM), inactives show at the top dose activity change, negative = inhibition, most hits filed as inhibitors; also: potency is read from the fitted curve at half-maximal effect; % is scaled to controls: 0 for no effect and ±100 for the full control effect
Target sequence (Q27686 whole entry, looked up): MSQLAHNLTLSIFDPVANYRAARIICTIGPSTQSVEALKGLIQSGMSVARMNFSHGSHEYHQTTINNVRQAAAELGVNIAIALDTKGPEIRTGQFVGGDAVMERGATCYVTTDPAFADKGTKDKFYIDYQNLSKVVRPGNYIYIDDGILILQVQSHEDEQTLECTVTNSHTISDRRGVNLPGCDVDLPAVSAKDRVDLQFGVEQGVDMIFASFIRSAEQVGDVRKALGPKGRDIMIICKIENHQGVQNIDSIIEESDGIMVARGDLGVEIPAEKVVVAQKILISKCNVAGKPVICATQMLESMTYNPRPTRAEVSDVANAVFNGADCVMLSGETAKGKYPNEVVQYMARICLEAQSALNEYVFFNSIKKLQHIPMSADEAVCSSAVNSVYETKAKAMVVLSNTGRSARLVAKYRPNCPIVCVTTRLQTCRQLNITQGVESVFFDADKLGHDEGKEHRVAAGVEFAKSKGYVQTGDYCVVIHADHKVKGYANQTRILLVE
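Purified LmPK (0.1 nM) with 0.5 mM PEP and 0.1 mM ADP in imidazole buffer pH 7.2 with MgCl2/KCl, 1 h at room temperature. ATP formed was read by luciferase luminescence and normalized to no-enzyme and uninhibited controls.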
* marks the source's active call; other numbers are inactive results; [ ] = dose if it differs, or a comment. Unless noted, calls follow the shape of the dose curve; as a rule, active = well fitted curve in the direction sought with a large enough effect; inconclusive = small, poorly fitted or top-dose-only effect, or another doubt; inactive = no such curve, though single readings can be large; an effect the other way counts as inactive or inconclusive.

For CCOC(=O)c1ccc(Nc2ncccc2[N+](=O)[O-])cc1 the results were Shiga toxin inh 62*, Pf growth 96h 0.59µM*, CHX counter 35*, Pf growth 48h 253%[activator], Tb PYK inh -3%, AmpC no deterg -2% and LmPK inhibitor -10%.
Screening CCOC(=O)c1ccccc1NC(=O)COC(=O)c1ccc(C)c(S(=O)(=O)N2CCOCC2)c1 returned Shiga toxin inh 18, Pf growth 96h 0%, CHX counter -1, Pf growth 48h 4%, Tb PYK inh 11%, AmpC no deterg -14% and LmPK inhibitor 2%.
For Cc1ccc2[nH]c(=O)c(CN(Cc3ccco3)C(=O)c3cccs3)cc2c1 the results were Shiga toxin inh -1, Pf growth 96h -7%, CHX counter -1, Pf growth 48h -13%, AmpC no deterg -10% and LmPK inhibitor 4%.
`O=C(CCSc1ccccc1)NCCSc1ccccn1` gave Shiga toxin inh -12, Pf growth 96h inconclusive, CHX counter -4, Pf growth 48h 9%, Tb PYK inh 4%, AmpC no deterg -29% and LmPK inhibitor 3%.
O=C(NCC(c1ccco1)N1CCCCC1)c1cccc(S(=O)(=O)Nc2ccccc2Cl)c1 (centres undefined) was read as Shiga toxin inh -10, Pf growth 96h inconclusive, CHX counter 0, Pf growth 48h inconclusive, Tb PYK inh 3%, AmpC no deterg -26% and LmPK inhibitor 0%.
For CCN(CC)C(=O)C1=C(C)NC(=S)NC1c1cccs1 (centres undefined) the results were Shiga toxin inh -3, Pf growth 96h inconclusive, CHX counter -3, Pf growth 48h -14%[5.75 µM], Tb PYK inh 4%, AmpC no deterg -6% and LmPK inhibitor 3%.
CC(C)(CN1CCOCC1)NS(=O)(=O)c1ccccc1 was read as Shiga toxin inh -4, Pf growth 96h inconclusive, CHX counter -2, Pf growth 48h 12%, Tb PYK inh 0%, AmpC no deterg 10% and LmPK inhibitor -1%.
Screening O=C(Nc1cccc2cccnc12)c1ccc(F)cc1 returned Shiga toxin inh 64*, CHX counter 35* and Tb PYK inh -1%.
For Cc1nc(COc2ccc(C(=O)NCc3ccccc3CN3CCCCC3)cc2)cs1 the results were Pf growth 96h inconclusive, Pf growth 48h inconclusive, Tb PYK inh -6% and AmpC no deterg 4%.
`CC(C(=O)NC1CCCC1)N(C(=O)CS(=O)CC(=O)Nc1ccc(F)cc1)c1ccc2c(c1)OCCO2` (centres undefined) gave Shiga toxin inh -3, Pf growth 96h -4%, CHX counter -1, Pf growth 48h -9%, Tb PYK inh -9%, AmpC no deterg 57% and LmPK inhibitor 4%.
Screening COc1ccc(NC(=O)CSc2nnc(-c3ccco3)n2C)cc1 returned Shiga toxin inh 19, Pf growth 96h 6.6µM*, CHX counter -2, Pf growth 48h -19%, Tb PYK inh -4%, AmpC no deterg -10% and LmPK inhibitor -9%.
O=C(Nc1cccc(S(=O)(=O)c2cccc(NC(=O)c3ccco3)c2)c1)c1ccco1 was read as Shiga toxin inh 28*, Pf growth 96h 12µM*, CHX counter 20*, Pf growth 48h 13µM*, Tb PYK inh -4%, AmpC no deterg -48% and LmPK inhibitor -6%.
Screening Cc1ccc(S(=O)(=O)Nc2ccc(C(=O)NCc3ccncc3)cc2)cc1 returned Shiga toxin inh -36, Pf growth 96h 23%, CHX counter 2, Pf growth 48h -4%, Tb PYK inh -6%, AmpC no deterg -42% and LmPK inhibitor 0%.
CCCc1ccc(OCCNC(=O)c2ccco2)cc1 was read as Shiga toxin inh 78*, Pf growth 96h inconclusive, CHX counter 37*, Pf growth 48h inconclusive, Tb PYK inh -7%, AmpC no deterg 13% and LmPK inhibitor -2%.
OC1(c2ccccc2)Cc2cccc[n+]2C1c1ccccc1 (centres undefined) was read as Shiga toxin inh 8, Pf growth 96h inconclusive, CHX counter 0, Pf growth 48h inconclusive, Tb PYK inh -1%, AmpC no deterg -22% and LmPK inhibitor 5%.
For Cc1ccc(S(=O)(=O)N2CCOCC2)cc1NC(=O)C1CC(=O)N(c2ccc3c(c2)OCCO3)C1 (centres undefined) the results were Pf growth 96h 3%, Pf growth 48h inconclusive, Tb PYK inh 7% and AmpC no deterg 0%.
COC(=O)c1ccc(CNC(=O)N2CCN(S(=O)(=O)c3ccc(C)cc3)CC2)cc1 was read as Shiga toxin inh -23, Pf growth 96h inconclusive, CHX counter -6, Pf growth 48h 2%, Tb PYK inh 0%, AmpC no deterg 5% and LmPK inhibitor -6%.
Screening CCCC(=O)Nn1cnc2c(c1=O)C1(CCCC1)Cc1ccccc1-2 returned Shiga toxin inh -4, Pf growth 96h inconclusive, CHX counter -1, Pf growth 48h -5%, Tb PYK inh -2%, AmpC no deterg 0% and LmPK inhibitor 4%.
CCCOc1ccc(N2C(=O)CC(NCC#N)C2=O)cc1 (centres undefined) was read as Shiga toxin inh -6, Pf growth 96h inconclusive, CHX counter -3, Pf growth 48h 18%, Tb PYK inh -1%, AmpC no deterg -5% and LmPK inhibitor -11%.
COc1ccccc1/C=N/NC(=O)c1cc2c(ccc3ccccc32)o1 was read as Shiga toxin inh -12, Pf growth 96h 2%, CHX counter 1, Pf growth 48h 0%, Tb PYK inh 0%, AmpC no deterg -43% and LmPK inhibitor -6%.
CCc1ccc(-n2c(O)c(C=NCCN(CC)CC)c(=O)[nH]c2=O)cc1 was read as Shiga toxin inh -11, Pf growth 96h 34%[activator], CHX counter -2, Pf growth 48h 33%[activator], Tb PYK inh -1%, AmpC no deterg -15% and LmPK inhibitor 0%.
`Cn1c(CNc2ccc(F)cc2)nc2ccccc21` gave Shiga toxin inh 71*, Pf growth 96h -29%, CHX counter 34*, Pf growth 48h 78%[activator], Tb PYK inh -5%, AmpC no deterg -15% and LmPK inhibitor inconclusive.
For COC(=O)C1CCN(CC(N)=O)CC1 the results were Shiga toxin inh -10, Pf growth 96h 1%, CHX counter -6, Tb PYK inh 3%, AmpC no deterg -4% and LmPK inhibitor -1%.
Screening COC(=O)[C@@H]1C[C@@]2(O)[C@H](O)[C@H](O)[C@H](O)C[C@H]2N1Cc1ccc(C(C)(C)C)cc1 returned Shiga toxin inh -7, Pf growth 96h 58%[activator], CHX counter 2, Pf growth 48h 7%, Tb PYK inh -5%, AmpC no deterg 15% and LmPK inhibitor 9%.
Screening NC(=O)c1nsc(C(=O)N(c2ccccc2)C(C(=O)NC2CCCC2)c2ccncc2)c1N (centres undefined) returned Shiga toxin inh -6, Pf growth 96h 18%, CHX counter 5, Pf growth 48h 29%, Tb PYK inh -6%, AmpC no deterg -4% and LmPK inhibitor 1%.
COc1ccc2c(c1)C1(Nc3ccccc3-c3nc4ccccc4n31)C(=O)N2C (centres undefined) was read as Shiga toxin inh 15, Pf growth 96h 15%, CHX counter -1, Pf growth 48h 6.6µM*, Tb PYK inh 6%, AmpC no deterg -27% and LmPK inhibitor 3%.
For CSc1nnc(-c2cnccn2)n1Cc1ccccc1 the results were Shiga toxin inh -11, Pf growth 96h inconclusive, CHX counter -1, Pf growth 48h 21%, Tb PYK inh 1%, AmpC no deterg -15% and LmPK inhibitor -4%.
Screening O=C(Nc1ccccc1Cl)c1ccc(Cl)cc1Cl returned Shiga toxin inh 54*, Pf growth 96h inconclusive, CHX counter 54*, Pf growth 48h 36%[activator], Tb PYK inh -4%, AmpC no deterg -18% and LmPK inhibitor -15%.
For CCCCOc1ccc(N(CC(=O)NCC2CCCO2)C(=O)CCC(=O)Nc2cc(C)ccn2)cc1 (centres undefined) the results were Shiga toxin inh 5, Pf growth 96h inconclusive, CHX counter -2, Pf growth 48h 9.3µM*, Tb PYK inh 0%, AmpC no deterg 149%[activator] and LmPK inhibitor 3%.
`O=C(CSCc1ccc(Br)cc1)N=Nc1c(O)[nH]c2ccccc12` gave Shiga toxin inh 15, Pf growth 96h -5%, CHX counter -4, Pf growth 48h 11%, Tb PYK inh -5%, AmpC no deterg -35% and LmPK inhibitor -1%.
For CC(C)CCNC(=O)C1CCN(c2nnc(-n3cccc3)s2)CC1 the results were Shiga toxin inh 22, Pf growth 96h -31%, CHX counter 2, Pf growth 48h -9%, Tb PYK inh -4%, AmpC no deterg 16% and LmPK inhibitor 4%.
COc1ccc2sc(N(CCCN(C)C)C(=O)c3nc4ccccc4s3)nc2c1 was read as Shiga toxin inh 10, Pf growth 96h 77%[activator], CHX counter 14, Pf growth 48h 32%[activator], Tb PYK inh -5%, AmpC no deterg -1% and LmPK inhibitor 6%.
`CC(=O)NC1=NN(C(C)=O)C(C)(CS(=O)(=O)c2ccc(Cl)cc2)S1` (centres undefined) gave Shiga toxin inh -8, Pf growth 96h 6%, CHX counter 3, Pf growth 48h 10%, Tb PYK inh -2%, AmpC no deterg -7% and LmPK inhibitor 2%.
`CC(C)(C)c1ccccc1NC(=O)Cn1cnc2cc([N+](=O)[O-])ccc2c1=O` gave Shiga toxin inh -15, Pf growth 96h inconclusive, CHX counter 3, Pf growth 48h inconclusive, Tb PYK inh 7%, AmpC no deterg 37% and LmPK inhibitor -1%.
`CCOc1ccc(Nc2nc(-c3sc(N)nc3C)cs2)cc1` gave Shiga toxin inh 14, Pf growth 96h 50%[activator], CHX counter 14*, Pf growth 48h inconclusive, Tb PYK inh -5%, AmpC no deterg -29% and LmPK inhibitor -1%.
`O=C(CSc1nc(=O)n(CCCN2CCOCC2)c2c1CCC2)Nc1ccc(F)cc1F` gave Pf growth 96h -7%, Pf growth 48h -19%, Tb PYK inh -3% and AmpC no deterg 7%.
For O=C1CCC(C(=O)N2CCC(O)CC2)CN1CCc1ccc(Cl)cc1 (centres undefined) the results were Shiga toxin inh -31, Pf growth 96h 2%, CHX counter 2, Pf growth 48h 19%, Tb PYK inh 0%, AmpC no deterg -6% and LmPK inhibitor -6%.
`CCOc1ccc(N2CC(O)=C(c3ccccc3)C2=N)cc1` gave Shiga toxin inh -9, Pf growth 96h 13%, CHX counter 9, Pf growth 48h -9%, Tb PYK inh 0%, AmpC no deterg -29% and LmPK inhibitor 2%.
C=C(C)c1cccc(C(C)(C)NC(=O)N2CCN(c3ccccn3)CC2)c1 was read as Shiga toxin inh -14, Pf growth 96h 41%[activator], CHX counter -8, Tb PYK inh -6%, AmpC no deterg 9% and LmPK inhibitor 3%.
For COc1ccc(C(=O)NCC(=O)N2CCCC(C)C2)cc1OC (centres undefined) the results were Shiga toxin inh -2, Pf growth 96h 4%, CHX counter -4, Pf growth 48h 6%, Tb PYK inh 2%, AmpC no deterg -17% and LmPK inhibitor -2%.
`COc1ccc(C2=C(N)c3ccccc3C2=O)cc1` gave Shiga toxin inh 102, Pf growth 96h 10µM*, CHX counter 42*, Pf growth 48h -5%, Tb PYK inh 1%, AmpC no deterg -8% and LmPK inhibitor -1%.

Screening data (PubChem BioAssay)
